LYPLA1 inh = LYPLA1 (human) inhibition in PME1 counter-screen; recombinant LYPLA1, FP-Rh probe fluorescence polarization; 0.16% of 320,000 active; inhibition, % at 5.9 µM; O75608;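 active = inhibition above the mean of all tested compounds plus 3 SD, set per campaign, cut at about 14% in these data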;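 note: inhibitors block serine hydrolase probe labeling of LYPLA1 so polarization falls; 0% = enzyme with DMSO and 100% = wells lacking LYPLA1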
PAFAH1B2 FP inh = PAFAH1B2 (human) inhibition. recombinant PAFAH1B2, FP-rhodamine activity probe, fluorescence polarization. inhibition, % at 3.39 µM. 1.2% of 340,000 active. AID 492953;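 active = inhibition above the mean of all tested compounds plus 3 SD, cut at about 24% in these data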;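 note: 0% = enzyme with DMSO and 100% = wells lacking PAFAH1B2; many of its hits are not listed in these tables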
PME-1 primary = blocks human protein phosphatase methylesterase 1 | Q9Y570 | recombinant PME-1, FP-Rh probe fluorescence polarization | inhibition, % at 5.9 µM | 0.53% of 320,000 active;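 active = inhibition above the campaign mean of all compounds plus 3 SD, cut at about 26% in these data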;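 note: competitive labeling of PME-1 active site by serine hydrolase directed probe; 0% = PME-1 with DMSO and 100% = wells lacking PME-1 enzyme; inhibitors block probe labeling so polarization falls and inhibition rises; many of its hits are not listed in these tables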
Target sequence (Q9Y570 whole entry, looked up): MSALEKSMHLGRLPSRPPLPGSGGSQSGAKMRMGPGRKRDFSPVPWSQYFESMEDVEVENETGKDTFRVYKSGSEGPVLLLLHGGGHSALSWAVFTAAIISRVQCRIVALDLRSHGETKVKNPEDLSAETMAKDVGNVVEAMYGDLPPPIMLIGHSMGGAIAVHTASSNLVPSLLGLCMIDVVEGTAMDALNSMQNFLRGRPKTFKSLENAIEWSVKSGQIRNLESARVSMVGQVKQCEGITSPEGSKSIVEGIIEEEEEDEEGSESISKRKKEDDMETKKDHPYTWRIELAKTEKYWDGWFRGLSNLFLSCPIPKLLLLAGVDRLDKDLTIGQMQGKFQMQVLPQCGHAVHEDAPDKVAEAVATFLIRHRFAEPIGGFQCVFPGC
PAD4 FP inh = blocks human protein arginine deiminase 4 | Q9UM07 | recombinant PAD4, RCA probe fluorescence polarization | inhibition, % at 6.36 µM | 0.41% of 330,000 active | AID 485272;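 active = percent inhibition above a cutoff equal to the mean of all tested compounds plus 3 SD, cut at about 15% in these data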;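 note: 0% = PAD4 with RCA probe and DMSO and 100% = probe without PAD4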
PAFAH1B3 inh = inhibitors of human PAFAH1B3. Q15102. recombinant PAFAH1B3, FP-rhodamine probe, fluorescence polarization. inhibition, % at 3.39 µM. 0.28% of 340,000 active;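 active = inhibition above the screen-wide average of all tested compounds plus 3 SD, cut at about 25% in these data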;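 note: 0% = enzyme with DMSO only and 100% = wells lacking PAFAH1B3 protein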
pPAFAH FP inh = inhibitors of human plasma PAF acetylhydrolase (pPAFAH); Q13093; inhibition, % at 3.39 µM; recombinant pPAFAH, FP-rhodamine probe fluorescence polarization; 1.5% of 330,000 active; AID 463082;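 active = inhibition above the mean inhibition across the screen plus 3 SD, cut at about 25% in these data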;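 note: inhibitors block binding of the rhodamine activity-based probe so polarization drops; 0% = enzyme with DMSO and 100% = wells lacking pPAFAH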
Target sequence (Q13093 whole entry, looked up): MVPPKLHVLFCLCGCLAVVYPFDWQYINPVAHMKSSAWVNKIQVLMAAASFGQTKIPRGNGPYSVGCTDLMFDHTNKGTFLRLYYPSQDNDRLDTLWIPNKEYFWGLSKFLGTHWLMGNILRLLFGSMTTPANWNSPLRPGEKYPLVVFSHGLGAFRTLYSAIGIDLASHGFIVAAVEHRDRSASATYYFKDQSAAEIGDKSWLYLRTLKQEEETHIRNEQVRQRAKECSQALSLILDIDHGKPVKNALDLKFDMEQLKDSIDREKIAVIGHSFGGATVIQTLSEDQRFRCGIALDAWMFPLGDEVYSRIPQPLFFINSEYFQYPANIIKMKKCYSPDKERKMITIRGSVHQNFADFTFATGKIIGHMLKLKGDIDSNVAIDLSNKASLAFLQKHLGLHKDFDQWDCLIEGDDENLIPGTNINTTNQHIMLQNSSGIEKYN
GSTO1 counter = GSTO1 inhibition, counter-screen for RBBP9 inhibitors; recombinant GSTO1, activity-based probe fluorescence polarization; inhibition, % at 5.96 µM; 1.1% of 300,000 active; AID 1974;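 active = inhibition above the campaign mean inhibition plus 3 SD, cut at about 35% in these data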;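 note: 0% = GSTO1-1 with DMSO and 100% = wells lacking GSTO1-1 enzyme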
PREPL inhibitor = human PREPL enzyme inhibition; AID 2751; inhibition, % at 5.96 µM; Q4J6C6; 0.68% of 320,000 active; recombinant PREPL, fluorescence polarization activity-based probe; in the data active = inhibition above about 43%;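 note: 0% = enzyme with DMSO and 100% = wells lacking enzyme; many of its hits are not listed in these tables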
LYPLA2 inh = counter-screen for PME1 inhibitors: inhibitors of human LYPLA2. O95372. recombinant LYPLA2, FP-Rh probe fluorescence polarization. inhibition, % at 5.9 µM. 0.38% of 320,000 active. AID 2177;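 active = inhibition above the screen-wide mean plus 3 SD, limit set per campaign, cut at about 26% in these data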;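 note: 0% = LYPLA2 with DMSO and 100% = wells lacking LYPLA2 enzyme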
Target sequence (O95372 whole entry, looked up): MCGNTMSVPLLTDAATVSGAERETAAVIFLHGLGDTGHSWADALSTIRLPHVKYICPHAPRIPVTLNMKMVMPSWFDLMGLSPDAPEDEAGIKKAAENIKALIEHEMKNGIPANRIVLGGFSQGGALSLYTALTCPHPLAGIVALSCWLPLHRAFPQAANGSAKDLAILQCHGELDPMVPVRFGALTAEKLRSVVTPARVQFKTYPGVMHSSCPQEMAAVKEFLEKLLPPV
The depositor's hits bear a star; x = no result given. Some of the compounds tested; the hit share may differ from the screen's.

SMILES | LYPLA1 inh | PAFAH1B2 FP inh | PME-1 primary | PAD4 FP inh | PAFAH1B3 inh | pPAFAH FP inh | GSTO1 counter | PREPL inhibitor | LYPLA2 inh
O=C(c1cc2cc(Cl)ccc2[nH]1)N1CCc2ccccc2C1 | -7 | 4 | 1 | -1 | -2 | 9 | -3 | 3 | 1
Nc1ccc(Oc2cccc(Oc3ccc(N)cc3)c2)cc1 | -3 | 1 | 7 | -6 | 3 | 1 | 6 | 11 | 1
Cc1c(C(=O)O)[nH]c2c1C(=O)CC(c1ccccc1)C2 (centres undefined) | -2 | 12 | 4 | -5 | 0 | 0 | -1 | -1 | -3
CCOC(=O)C1(Cc2ccccc2)CCN(Cc2cn[nH]c2-c2ccccc2)CC1 | 2 | 7 | 0 | 2 | 5 | 2 | 2 | 19 | -4
N#Cc1ccsc1NC(=O)CCc1ccccc1 | -1 | 1 | -9 | -3 | 5 | 9 | 15 | -3 | 1
COc1ccc(-c2nnc(CSc3nnc(-c4ccncc4)n3C3CCCCC3)o2)cc1OC | 4 | 1 | -2 | 4 | 5 | -2 | 1 | 0 | 3
Nc1nc2nccc(-c3ccc(Cl)cc3)n2n1 | 2 | 2 | -9 | -1 | 8 | 8 | 6 | -19 | 4
CC(=O)N/C(=C\c1ccccc1)C(=O)NC(C)C(=O)O (centres undefined) | -1 | 0 | 3 | 0 | 1 | -3 | -10 | 2 | 5
CC1CCCCN1C(=O)CCn1c(=O)oc2ccccc21 (centres undefined) | -1 | -2 | 3 | 1 | 8 | 7 | 4 | 4 | 1
Cn1cc(CCC(=O)NCc2ccc3c(c2)OCO3)c2ccccc21 | -1 | 6 | -4 | 4 | 8 | 3 | -2 | 10 | 1
Cc1ccc(C(=O)O)cc1[N+](=O)[O-] | 0 | 2 | 0 | 0 | 6 | 4 | x | 3 | 0
Cc1oc(-c2cccc(Cl)c2)nc1CN1CCC(C(=O)NC2CC2)CC1 | 0 | -2 | 0 | 1 | 6 | 3 | 1 | -1 | -6
CC1(C)CC2(CC(C)(C)N1)OC(=O)N1CCc3ccccc3C12C (centres undefined) | -5 | -6 | -2 | -1 | 5 | -2 | 4 | 5 | -2
CN(C)CCOC1c2ccccc2CCc2ccc3ccccc3c21 (centres undefined) | 1 | 2 | 3 | 1 | -2 | 0 | -1 | -3 | 4
Cc1cc(C(=O)NC2CCCc3c2cnn3-c2ccc(C)c(C)c2)nc(C)n1 (centres undefined) | -5 | -1 | -2 | -7 | 7 | 4 | 1 | 8 | -1
CNCCCc1[nH]nc(N)c1C#N | 5 | 1 | -1 | 0 | 5 | 1 | 6 | -1 | 7
O=C(CNS(=O)(=O)c1ccccc1)OCC(=O)c1ccc(F)cc1 | 0 | 3 | -3 | -5 | 2 | 13 | 5 | 13 | -8
Oc1ccc(-c2nccc(-c3cccs3)n2)cc1 | -8 | 3 | -9 | -2 | 0 | 4 | -2 | -2 | -5
Brc1csc2ncccc12 | 1 | -2 | -5 | 1 | 0 | 0 | 0 | 7 | 1
COc1cccc(NC(=O)CN(c2cccc(OC)c2)S(C)(=O)=O)c1 | -3 | x | -6 | 4 | x | 1 | -3 | -3 | 2
COc1ccc(CNC(=O)c2cc3c(s2)CS(=O)C3)cc1 (centres undefined) | -1 | 10 | 3 | 2 | 5 | 13 | 1 | 6 | -5
CCCCC(=O)Nc1ccc(NC(=O)c2cccnc2)cn1 | -2 | 4 | -10 | 2 | 7 | -5 | -2 | 0 | 2
O=C1CC(N2CCOCC2)C(=O)N1c1cccc(Cl)c1 (centres undefined) | 6 | 3 | -1 | -6 | 6 | 4 | 1 | -7 | 2
O=C1CC(c2ccccc2)C(C(=O)O)N1 (centres undefined) | 3 | 6 | -4 | 5 | 4 | -5 | -4 | -9 | 6
O=C(c1cc(COc2ccc(F)cc2F)on1)N1CCN(C2CCCC2)C(=O)C1 | -4 | 4 | 2 | -1 | 4 | 1 | 0 | 13 | -5
CC(=O)Nc1ccc(C(=O)NN2C(=O)NC3(CCCCC3)C2=O)cc1 | 7 | -5 | -3 | -1 | 5 | 4 | 5 | -4 | 4
COC(=O)N/N=C/c1cn(CCCOc2ccc(C)cc2)c2ccccc12 | 1 | 2 | 18 | -1 | 8 | 19 | 3 | 29 | 19
COc1cccc(CC2(CO)CCCN(Cc3cn[nH]c3-c3ccc(F)cc3)C2)c1 (centres undefined) | -2 | -2 | 3 | 2 | 1 | -2 | -2 | 9 | 3
Cc1nc(-c2ccc(Cl)cc2)sc1C1(C)CC(c2cccc([N+](=O)[O-])c2)=NO1 (centres undefined) | 2 | 4 | -5 | -4 | 5 | 5 | 4 | -5 | 6
COc1ncnc2sc(-c3ccccc3)cc12 | -9 | 0 | 0 | -1 | 4 | 1 | 0 | -16 | -6

7 successive records already listed, for reference:
SMILES | LYPLA1 inh | PAFAH1B2 FP inh | PME-1 primary | PAD4 FP inh | PAFAH1B3 inh | pPAFAH FP inh | GSTO1 counter | PREPL inhibitor | LYPLA2 inh
COc1ccc(CNC(=O)c2cc3c(s2)CS(=O)C3)cc1 (centres undefined) | -1 | 10 | 3 | 2 | 5 | 13 | 1 | 6 | -5
CCCCC(=O)Nc1ccc(NC(=O)c2cccnc2)cn1 | -2 | 4 | -10 | 2 | 7 | -5 | -2 | 0 | 2
O=C1CC(N2CCOCC2)C(=O)N1c1cccc(Cl)c1 (centres undefined) | 6 | 3 | -1 | -6 | 6 | 4 | 1 | -7 | 2
O=C1CC(c2ccccc2)C(C(=O)O)N1 (centres undefined) | 3 | 6 | -4 | 5 | 4 | -5 | -4 | -9 | 6
O=C(c1cc(COc2ccc(F)cc2F)on1)N1CCN(C2CCCC2)C(=O)C1 | -4 | 4 | 2 | -1 | 4 | 1 | 0 | 13 | -5
CC(=O)Nc1ccc(C(=O)NN2C(=O)NC3(CCCCC3)C2=O)cc1 | 7 | -5 | -3 | -1 | 5 | 4 | 5 | -4 | 4
COC(=O)N/N=C/c1cn(CCCOc2ccc(C)cc2)c2ccccc12 | 1 | 2 | 18 | -1 | 8 | 19 | 3 | 29 | 19

More results.
SMILES | LYPLA1 inh | PAFAH1B2 FP inh | PME-1 primary | PAD4 FP inh | PAFAH1B3 inh | pPAFAH FP inh | GSTO1 counter | PREPL inhibitor | LYPLA2 inh
CCOC(=O)c1csc(CCNC(=O)c2oc3c(Cl)cc(C)cc3c2C)n1 | -2 | 4 | 4 | -1 | 5 | 2 | -4 | -4 | 1
CC(=O)Nc1ccc(S(=O)(=O)N2CCCN(S(=O)(=O)c3ccc(C)cc3)CC2)cc1 | -3 | 8 | 16 | 0 | 4 | 4 | -1 | 1 | -3
NC(=O)[C@@H]1CCCNc2c(I)cc([N+](=O)[O-])cc2C(=O)N[C@@H](Cc2ccccc2)C(=O)N[C@@H](Cc2cnc[nH]2)C(=O)N1 | -8 | 8 | -3 | -3 | -3 | 4 | 26 | 10 | -9
CN(C)Cc1ccccc1Cc1ccccc1 | 0 | -1 | 0 | 0 | -4 | -2 | 4 | -15 | -5
Cc1ccccc1C(=O)NCC(=O)O | -1 | -2 | -2 | -4 | 1 | -2 | -3 | -1 | -2
Cc1ccc(-c2csc(Nc3ccccn3)n2)cc1 | 2 | 5 | 9 | 4 | 7 | 7 | 3 | 8 | -6
COc1ccccc1CNC(=O)COC(=O)Cc1cccs1 | -1 | 1 | -5 | 4 | 2 | 17 | 0 | 7 | -3
COc1ccc(OCC(O)CNC(=O)c2ccccc2C(=O)O)cc1 (centres undefined) | 5 | 3 | 7 | -3 | 5 | 0 | -10 | 10 | 7
N=c1n(CCN2CCCCC2)c2ccccc2n1CC(O)c1ccco1 (centres undefined) | 2 | 3 | -3 | -3 | 0 | 2 | -6 | 34 | 3
CCc1cccc2c(C=C(C#N)C#N)cn(CC(=O)N3CCCCCC3)c12 | -2 | 8 | -2 | 0 | 0 | 4 | 13 | 18 | 1
CC(=O)c1ccc(NC(=O)c2ccc(CNc3c(N4CCCC4)c(=O)c3=O)cc2)cc1 | 2 | 7 | -2 | -2 | -5 | 7 | -4 | 7 | 8
O=C(O)c1cccc2c1C(=O)N(CC1CCCO1)C2 (centres undefined) | -4 | 3 | 1 | -1 | 11 | -4 | 4 | 10 | -6
COc1ccc(N2CCN(Cc3cc4c(cc3Br)OCCO4)CC2)cc1 | 0 | 1 | -3 | 2 | 11 | 8 | 6 | -88 | 0
COc1cc(C2C(C#N)=C(N)N(Nc3ccccc3)C3=C2C(=O)CC(C)(C)C3)ccc1OCc1cccc(F)c1 (centres undefined) | -11 | -7 | -9 | 0 | 2 | 1 | -7 | 3 | -6
CC(c1ccon1)N(C)C(=O)CCc1nnc(Cc2ccc(-c3ccccc3)cc2)o1 (centres undefined) | 1 | 4 | -7 | 1 | 5 | 6 | -6 | 23 | 0
Cc1ccc(S(=O)(=O)NC(C)(C)CN2CCNCC2)cc1 | 6 | 3 | 6 | 0 | 5 | 4 | 9 | 8 | 8
O=C(O)c1ccc(/C=N/N2CCN(Cc3ccc(Cl)cc3)CC2)cc1 | 6 | 7 | -7 | -2 | 1 | -1 | 9 | 3 | 9
CCOc1ccc(N(C(C)C(=O)NN=C2CCCCCCC2)S(C)(=O)=O)cc1 (centres undefined) | 2 | 4 | 4 | -3 | 8 | 4 | 3 | -12 | -7
COc1ccc(-c2cc(=O)c3cc(C)ccc3[nH]2)cc1 | 3 | -4 | -2 | -3 | -7 | -1 | 1 | 3 | -1
Nc1c(C(=O)N/N=C/c2ccc(OCc3ccccc3)cc2)cnn1-c1ccccc1 | -1 | 10 | -2 | -2 | 15 | -1 | 3 | 0 | 1
NC(=O)c1ccsc1NC(=O)COC(=O)CNC(=O)c1ccc(F)cc1 | 3 | 3 | -4 | 0 | 7 | 8 | x | 2 | -2
Cn1cccc1CNC(=O)Nc1ccccc1 | -1 | 1 | 0 | -2 | 6 | 5 | 11 | 21 | 5
Cc1ccc(NC(=O)CSc2nnc(CN3CCOCC3)n2-c2ccccc2)cc1 | -1 | 4 | -1 | 2 | 12 | 4 | 10 | 8 | 6
COc1cc2c(cc1OC)C(c1ccc(-c3ccc(Cl)cc3Cl)o1)=NCC2 | -1 | -1 | 2 | -3 | 3 | -3 | 4 | 14 | -1
CCNC(=O)CCSc1nnc(-c2ccco2)o1 | -4 | 0 | -3 | 5 | 10 | -1 | 5 | -9 | 5
CC(C)C(=O)Nc1cccc(NC(=S)NC(=O)c2ccccc2Cl)c1 | -1 | 0 | -5 | 2 | -2 | -4 | -21 | 5 | 6
COc1ccccc1NS(=O)(=O)c1ccc(C)c(NC(=O)C2CCCO2)c1 (centres undefined) | -2 | 5 | 2 | 4 | 9 | 4 | x | 2 | -2
O=C(CS(=O)(=O)c1cccc(C(F)(F)F)c1)Nc1ccccc1Cl | -4 | 1 | -2 | 3 | 3 | -1 | -3 | -16 | 2
CC(C(=O)NC1CCCCCC1)N(c1ccccc1)S(C)(=O)=O (centres undefined) | -1 | 5 | -6 | 1 | 6 | 3 | 7 | 11 | -9
CC1=NCC(C)c2c1[nH]c1ccccc21 (centres undefined) | -4 | -4 | -9 | -9 | 8 | 3 | -3 | 45* | -2
Cc1cccc(NC(=O)CN(C)S(=O)(=O)c2cccc3nsnc23)c1C | 0 | 0 | 1 | -2 | 2 | 3 | 2 | -4 | 2

Screening data deposited in PubChem by The Scripps Research Institute Molecular Screening Center.
